PP5 inh – PP5 phosphatase inhibitors, primary screen, biochemical, fluorescence | Serine/threonine-protein phosphatase 5 (Homo sapiens), P53041 | purified PP5c, OMFP substrate fluorescence | inhibition, % at 6.7 µM | 0.18% of 320,000 active;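 active = inhibition above the campaign's mean inhibition across all tested compounds plus 3 SD, cut at about 9.5% in these data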;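 note: 0% = DMSO only and 100% = 100 µM cantharidin control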
VLA-4 inh – inhibition in human VLA-4 binding assay, primary screen, VLA-4 allosteric modulator project, MLPCN library, flow cytometry, VLA-4 expressing cells. Integrin alpha-4 (Homo sapiens), P13612. ligand binding flow cytometry. inhibition, % (about 7 µM as worked out from the volumes in the protocol). 0.2% of 330,000 active; in the data active = inhibition above about 50%
Target sequence (P13612 whole entry, looked up): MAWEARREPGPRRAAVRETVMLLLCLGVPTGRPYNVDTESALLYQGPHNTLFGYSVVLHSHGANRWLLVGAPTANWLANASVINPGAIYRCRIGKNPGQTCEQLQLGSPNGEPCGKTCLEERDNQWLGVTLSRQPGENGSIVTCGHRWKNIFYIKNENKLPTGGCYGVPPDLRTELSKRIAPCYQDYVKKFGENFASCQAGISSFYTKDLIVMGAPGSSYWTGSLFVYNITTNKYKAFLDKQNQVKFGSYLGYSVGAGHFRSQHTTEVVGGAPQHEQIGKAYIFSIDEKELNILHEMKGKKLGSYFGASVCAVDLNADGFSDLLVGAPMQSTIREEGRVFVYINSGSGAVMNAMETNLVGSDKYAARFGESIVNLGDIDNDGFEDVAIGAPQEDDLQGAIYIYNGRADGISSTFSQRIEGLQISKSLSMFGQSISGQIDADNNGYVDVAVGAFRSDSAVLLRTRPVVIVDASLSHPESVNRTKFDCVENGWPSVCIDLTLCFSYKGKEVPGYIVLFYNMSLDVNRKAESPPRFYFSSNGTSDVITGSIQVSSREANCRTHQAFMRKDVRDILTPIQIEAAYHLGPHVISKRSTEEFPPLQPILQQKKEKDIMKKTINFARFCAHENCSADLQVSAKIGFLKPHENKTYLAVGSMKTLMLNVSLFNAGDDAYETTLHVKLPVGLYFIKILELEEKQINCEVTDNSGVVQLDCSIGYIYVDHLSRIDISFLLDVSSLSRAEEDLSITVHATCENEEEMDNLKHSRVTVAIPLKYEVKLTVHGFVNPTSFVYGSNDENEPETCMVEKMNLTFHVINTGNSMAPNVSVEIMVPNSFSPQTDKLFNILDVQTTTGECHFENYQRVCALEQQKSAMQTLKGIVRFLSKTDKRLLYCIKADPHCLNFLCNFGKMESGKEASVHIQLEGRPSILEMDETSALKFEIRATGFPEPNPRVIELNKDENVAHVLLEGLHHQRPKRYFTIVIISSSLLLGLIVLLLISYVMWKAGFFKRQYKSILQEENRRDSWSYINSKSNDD
GASC-1 inh – inhibitors of GASC-1 histone demethylase, primary screen, biochemical, fluorescence, DELFIA europium | 0.069% of 330,000 active | AID 2099, 2009 | inhibition, % at 2.35 µM | GST-JMJD2C(1-420) H3K9me3 demethylation;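 active = more than half of a compound's replicate wells show inhibition beyond 50%, single wells judged on their own value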;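 note: signal counts dimethyl H3K9 product captured on neutravidin plate; 0% = median of DMSO wells and 100% = 0.3 times that DMSO median; strong numbers were not always called active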
HCV core dimer – inhibitors of HCV core protein dimerization, primary screen, biochemical, TR-FRET, high-throughput; inhibition, % at 5 µM; 0.33% of 300,000 active; TR-FRET GST/Flag-core106 dimerization, 1536-well; AID 1899, 2009;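 active = inhibition above the mean of all tested compounds plus 3 SD, set per screening campaign, cut at about 45% in these data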
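Material: Tagged HCV core106 pair (GST and Flag) | Amount: GST-core106 13.5 nM, Flag-core106 17 nM | Medium: KF-containing HEPES buffer, pH 7.45, DTT, CHAPS, BSA | Reagent: Eu donor and XL665 acceptor anti-tag antibodies | Schedule: 4 h at 22.5 °C | Technique: Time-resolved FRET, ex 340 nm, em 617 and 671 nm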
GRK2 inh – compounds blocking aptamer binding on GRK2 – biochemical, human GRK2, bead flow cytometry, HTS, primary screen. 0.59% of 330,000 active. FAM-aptamer displacement from GRK2. Beta-adrenergic receptor kinase 1 (Homo sapiens), P25098. inhibition of aptamer binding, % at 10 µM;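 active = inhibition of aptamer binding above 40%, roughly 3 SD of noise, on plates passing a quality check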;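 note: median bead fluorescence of bound FAM aptamer so fluorescent compounds give negative values; no value below 0 was filed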
CTSL1 counter – Fasciola hepatica cathepsin L1 inhibitors, primary screen, counter-screen for PFM18AAP inhibitor project, biochemical, QFRET, fluorogenic peptide substrate; recombinant F. hepatica cathepsin L1, Z-Leu-Arg-MCA fluorescence; inhibition, % at 5.96 µM; 0.49% of 300,000 active; AID 1906, 2009;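 active = inhibition above the mean of all tested compounds plus 3 SD, set per screening campaign, cut at about 17% in these data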;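 note: 0% = plate median of test compound wells and 100% = 1 µM Z-Phe-Ala-diazomethylketone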
procasp7 counter – procaspase-7 activators, primary screen, counter-screen for procaspase-3 activator project, biochemical, absorbance, HTS, human | Caspase-7 (Homo sapiens), P55210 | recombinant procaspase-7, Ac-DEVD-pNA absorbance 405 nm; D23A/D198A/D206A triple mutant, cannot self-cleave; scale: DMSO 0, 5 µM enzyme 100 | activation, % at 8.5 µM | 0.093% of 330,000 active | AID 463210, 2010;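 active = percent activation above the screen-wide mean plus 3 SD, cut at about 25% in these data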
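Test system: Procaspase-7 triple mutant (PC-7 D3A). Also added: Ac-DEVD-pNA substrate, 400 µM as added. Schedule: 1 h enzyme–compound preincubation and 2 h substrate reaction, both 25 °C. Signal: p-Nitroaniline absorbance at 405 nm, read at 0 and 120 min. Control set: low DMSO alone, high DMSO plus 5 µM PC-7.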
procasp3 activ – activators of human procaspase-3 D3A mutant, primary screen, biochemical, absorbance, PC-3 D3A mutant, single concentration | Caspase-3 (Homo sapiens), P42574 | recombinant procaspase-3 D3A, Ac-DEVD-pNA absorbance 405 nm | activation, % at 8.5 µM | 0.11% of 330,000 active | AID 463141, 2010;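 active = activation above the mean of all tested compounds plus 3 SD, cut at about 21% in these data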;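 note: 0% = DMSO alone and 100% = DMSO wells spiked with extra 5 µM PC-3 D3A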
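Test system: Procaspase-3 D3A mutant; medium: Zinc-free HEPES/NaCl buffer with 0.01% Triton X-100 at pH 7.4; reagent: DEVD-pNA substrate; doses: one concentration, 8.5 µM nominal, 0.8% DMSO; times: 1 h preincubation plus 2 h reaction at 25 °C; signal: Epi-absorbance at 405 nm of released p-nitroaniline, 0 and 120 min; replicates: singlicate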
PP1 counter – PP1-alpha phosphatase inhibitors, primary screen, counter-screen for PP5 inhibitor project, biochemical, fluorescence, OMFP substrate, single point. Serine/threonine-protein phosphatase PP1-alpha catalytic subunit (Homo sapiens), P62136. purified PP1alpha. inhibition, % at 6.7 µM. 0.9% of 320,000 active. AID 2235, 2010;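 active = inhibition above the mean inhibition of all tested compounds plus 3 SD, computed separately for each screening campaign, cut at about 15% in these data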
* = called active by the depositor; i = inactive; . = no result given; & = joins results of further samples.

No.	canonical_smiles	PP5 inh	VLA-4 inh	GASC-1 inh	HCV core dimer	GRK2 inh	CTSL1 counter	procasp7 counter	procasp3 activ	PP1 counter
1	COc1ccc(OCCOC(=O)CNS(=O)(=O)c2ccc(SC)c([N+](=O)[O-])c2)cc1	0.1	2	-9	2	0	-12	11	9	-3
2	N#CCCn1cc(C(=O)Nc2cccc(C(=O)O)c2)c(-c2ccc(Cl)cc2)n1	2.2	5	-7	-3	0	-2	0	-4	2
3	COc1cccc(C(=O)Nc2ccc(S(=O)(=O)N3CCCCC3)cc2)c1OC	2.2	-5	9	6	3	-3	-5	1	-1
4	CCCCc1ccc(S(=O)(=O)Nc2ccc(C)c(NS(C)(=O)=O)c2)cc1	0.2	1	11	-2	1	-3	0	-1	-1
5	COCc1cc(C)nc(OCC(=O)N/N=C/c2ccccc2O)c1C#N	3.7	-6	-11	-1	4	-6	-2	4	-4
6	CCN1C(=O)C(=O)N(CC(=O)c2cc(C)n(C3CC3)c2C)C1=O	3.0	-14	17	.	2	.	4	1	-4
7	CCOc1ccc(S(=O)(=O)NN=C2CCN(C(C)=O)CC2)cc1	0.5	-5	-1	6	0	4	-8	-10	0
8	O=C1c2ccccc2C(=O)C1(O)O	16*	-3	11	.	3	.	-6	-3	5
9	CC(Sc1nnc(C2CC2)n1N)C(=O)NC1CCCCC1C (centres undefined)	-1.8	-7	-14	1	0	4	-7	-5	-2
10	Cc1ccc(/C=C/C2=NN(C)C(=O)CC2)cc1	1.6	-4	-1	-1	0	0	0	8	-5
11	CCOC(=O)N1CCC(NC(=O)Cn2ncc3c2-c2cc(C)ccc2OC3)CC1	2.7	-18	-3	-14	3	-4	-2	5	3
12	CCOc1ccc(NC(=O)C2CC(=O)N(CCc3ccccc3)C2)cc1OC (centres undefined)	1.5	7	0	.	0	.	-2	4	1

Quoted from the listing.
`CCOC(=O)N1CCC(NC(=O)Cn2ncc3c2-c2cc(C)ccc2OC3)CC1` – PP1 counter = 3
`CCOc1ccc(NC(=O)C2CC(=O)N(CCc3ccccc3)C2)cc1OC` (centres undefined) – procasp7 counter = -2
`Cc1ccc(/C=C/C2=NN(C)C(=O)CC2)cc1` – VLA-4 inh = -4

Going on with the list:
No.	canonical_smiles	PP5 inh	VLA-4 inh	GASC-1 inh	HCV core dimer	GRK2 inh	CTSL1 counter	procasp7 counter	procasp3 activ	PP1 counter
13	CC(=O)c1ccccc1NCC(=O)Nc1ccc(C)cc1	2.7	i	6	1	0	0	5	0	-1
14	COc1ccc(CCNC(=O)c2ccc3c(c2)NC(=O)C(CSCc2cc(C)ccc2C)N3)cc1OC (centres undefined)	1.4	-39	8	44	0	0	-13	-8	6
15	CCC1CCCCN1CCCNC(=O)C1CCCN(S(=O)(=O)N2CC(C)CC(C)C2)C1 (centres undefined)	-2.5	-8	14	-8	0	0	5	2	-2
16	CNC(=O)/C(C#N)=C\c1ccc(CNS(=O)(=O)c2ccc(Cl)cc2)o1	1.8	-2	-1	-4	0	-2	-7	-1	-1
17	CCOC(=O)c1coc(CNC(=O)c2c(C)oc3c2CCCC3)c1	3.7	-1	-4	6	0	-3	12	3	-2
18	O=C(CSCC(=O)N1CCCCC1)OCC(=O)c1c[nH]c2ccccc12	4.2	-30	-2	-15	0	-63	6	6	2
19	CCN(CC(=O)NC1CCCC1)S(=O)(=O)c1ccc(C)cc1	-0.9	14	3	2	2	-6	9	-7	0
20	O=C(c1ccco1)N1CCN(C(=O)c2cnn3c2NC(c2cccs2)CC3C(F)(F)F)CC1 (centres undefined)	0.6	8	6&-7	-4	0	0	7	0	1
21	COc1ccc(OC)c(NC(=O)C(=O)NCCC2=CCCCC2)c1	-0.8	6	3	-5	2	2	5	4	2
22	Cc1ccc(NS(=O)(=O)c2cccc(C(=O)NCC3CCCO3)c2)cc1 (centres undefined)	-2.1	-1	3	2	0	-8	3	1	0
23	CC(NS(=O)(=O)c1ccc(Cl)cc1)C(c1cccs1)N1CCN(C)CC1 (centres undefined)	2.0	-5	-6	-8	0	-2	9	-3	-9
24	C#CCn1c(=NC(=O)c2ccc(Br)s2)sc2cccc(OC)c21	0.2	-60	-2	-65	0	1	14	6	16*

Shown as a hit in PP5 inh (from the list above):
no. | molecule | PP5 inh | VLA-4 inh | GASC-1 inh | HCV core dimer | GRK2 inh | procasp3 activ
8 | O=C1c2ccccc2C(=O)C1(O)O | 16* | -3 | 11 | . | 3 | -3

Structural class: those above containing a furan ring, fused or not
No.	canonical_smiles	PP5 inh	VLA-4 inh	GASC-1 inh	HCV core dimer	GRK2 inh	CTSL1 counter	procasp7 counter	procasp3 activ	PP1 counter
16	CNC(=O)/C(C#N)=C\c1ccc(CNS(=O)(=O)c2ccc(Cl)cc2)o1	1.8	-2	-1	-4	0	-2	-7	-1	-1
17	CCOC(=O)c1coc(CNC(=O)c2c(C)oc3c2CCCC3)c1	3.7	-1	-4	6	0	-3	12	3	-2
20	O=C(c1ccco1)N1CCN(C(=O)c2cnn3c2NC(c2cccs2)CC3C(F)(F)F)CC1 (centres undefined)	0.6	8	6&-7	-4	0	0	7	0	1

Random excerpt: 2 records from the list, in no set order.
No.	canonical_smiles	PP5 inh	VLA-4 inh	GASC-1 inh	HCV core dimer	GRK2 inh	CTSL1 counter	procasp7 counter	procasp3 activ	PP1 counter
14	COc1ccc(CCNC(=O)c2ccc3c(c2)NC(=O)C(CSCc2cc(C)ccc2C)N3)cc1OC (centres undefined)	1.4	-39	8	44	0	0	-13	-8	6
17	CCOC(=O)c1coc(CNC(=O)c2c(C)oc3c2CCCC3)c1	3.7	-1	-4	6	0	-3	12	3	-2

(next part)
No.	canonical_smiles	PP5 inh	VLA-4 inh	GASC-1 inh	HCV core dimer	GRK2 inh	CTSL1 counter	procasp7 counter	procasp3 activ	PP1 counter
25	CCc1cccc(NC(=O)C2CCCN(S(=O)(=O)c3cccnc3)C2)c1 (centres undefined)	1.7	4	-3	5	0	3	4	3	3
26	CCn1c(O)c(/C=N/N=C2CCCCC2)c2cc(C3=NNC(=O)CC3)ccc21	-2.3	-11	-9	-4	3	0	-21	-4	0
27	O=C(Nc1ccccc1Cc1ccccc1)c1ccccc1NS(=O)(=O)c1ccc(Cl)s1	3.9	7	-13	17	1	5	0	8	5
28	Cc1cc(C(=O)NCc2ccc(Cl)cc2)n(-c2ccccc2)n1	-1.9	-6	1	-1	3	-4	3	1	-1
29	Cc1cc2cc(CNC(=O)c3cccs3)ccc2n1C	1.9	-3	2	18	40	2	20	4	2
30	CCCC(=O)n1nc(-c2ccccc2)nc1N	2.1	-9	4	-12	0	1	-5	-2	1
31	O=C(COC(=O)CNC(=O)c1ccccc1F)NC12CC3CC(CC(C3)C1)C2	-2.1	6	6	.	1	.	14	12	0
32	COc1ccccc1NC(=O)c1ccccc1-c1nc(-c2ccccc2OC)no1	1.2	4	-3	7	3	2	0	2	-2
33	COC(=O)C1=C(C)N(CC2CC2)C(=NCc2cccc(Cl)c2)N[C@H]1c1ccccc1	-0.3	-13	-10	-5	0	4	-1	10	2
34	Nc1ccc2oc(-c3cc(Br)ccc3Cl)nc2c1	1.8	3	2	5	3	0	-17	2	-1
35	C=CCC1CCCCC12NC(=O)N(c1ccccc1)N2 (centres undefined)	-0.7	5	16	-1	0	-1	-2	5	-2
36	C/C(=N\NC(=O)c1c(C)nc2ccccn12)c1ccc(N2CCOCC2)cc1	4.8	-2	1	-6	2	1	0	10	-2
37	O=c1cc(O)c2c(=O)[nH]c(=O)n(-c3ccccc3)c2[nH]1	1.3	0	4	-8	5	3	6	2	-1
38	CC(=O)c1ccc(-c2ccc(C(=O)NC3CCCCCC3)o2)cc1	1.7	4	6	-4	3	1	-16	-12	5
39	CN(Cc1nc(-c2ccccn2)no1)S(=O)(=O)c1ccc(Br)cc1	2.8	16	-11	-3	0	-3	10	-3	2
40	CCc1ccc(C(=O)Nc2ccc(OC)c(S(=O)(=O)N3CCCCC3)c2)cc1	1.6	1	4	.	0	.	6	1	2
41	CN(c1ccc(C(=O)Nc2ccccc2Sc2ccccc2)cc1)S(C)(=O)=O	3.0	26	4	1	1	-1	11	3	1
42	COC(=O)c1sc2nc3c(cc2c1N)C(=O)CC(C)(C)C3	-0.9	-1	26	-3	0	-2	7	3	-4
43	O=C(c1cc(-c2ccc(Cl)cc2)on1)N1CCN(c2ccc(F)cc2)CC1	1.6	4	-3	6	1	-1	5	3	11
44	C[C@H]1C[C@@H]2[C@H]([C@@H](O)C[C@@]3(C)[C@H]2CC[C@]3(O)C(=O)CO)[C@@]2(C)C=CC(=O)C=C12	-2.6	2	-15	6	4	-2	7	7	2
45	CN1C(=O)c2ccccc2NC(=O)[C@]12O[C@@H]2c1cccc(O)c1	2.2	10	-33	-5	4	-2	-4	-2	-5
46	COc1ccc(C2(C(=O)NCCCN3CCOCC3)CCOCC2)cc1	3.9	26	-1	-1	0	-2	7	-1	0
47	NS(=O)(=O)c1cccc(NC(=O)Cn2cnc3ccccc3c2=O)c1	2.0	9	-4	-1	3	-2	4	12	0
48	CC1=C/C(=N\N=C2\NC(=O)C(CC(=O)Nc3ccccc3F)S2)CC(C)(C)C1 (centres undefined)	4.1	-12	-1	1	0	-5	-5	2	-7
49	CCC(=O)N(CCc1ccccc1)Cc1cc2cccc(C)c2[nH]c1=O	3.7	8	0	-4	2	-4	-7	-7	-13
50	Cc1cccc(NC(=O)CN2C(=O)N/C(=C\c3ccc(-c4cccc(C(=O)O)c4)o3)C2=O)c1	2.9	-5	0	-8	0	3	-11	1	1
51	Nc1cc(-c2ccc(Cl)cc2)nn1-c1ccccc1	2.9	11	-32	-4	0	0	6	10	-5
52	O=C(Nc1cc(N2CCOCC2)ncn1)c1ccc(F)cc1	0.4	6	0	-4	7	1	-8	2	-3
53	O=C(O)CCC(=O)NCc1ccc(C(=O)O)cc1	2.0	10	0	-9	0	-2	8	8	-1
54	CN(C)/C=C/c1c([N+](=O)[O-])c2ccc(O)cc2n1-c1ccccc1	2.5	-23	3	1	10	3	3	-10	-3
55	Cc1ccccc1C(=O)N1CCC(C(=O)N2CCCc3ccccc32)CC1	2.3	2	4	.	3	.	7	-3	-1
56	Cc1sc2ncnc(N3CCCCC3)c2c1C	-0.7	-10	5	0	1	0	7	-1	2

Screening results as filed in PubChem.
